Bioassay records (PubChem BioAssay)
mHtt clearance: clearance of mutant huntingtin inclusions, primary screen, imaging, HeLa Exon1htt(103Q)mCFP, confocal imaging | aggregate imaging; zero = plate's median compound well | inhibition, % at 1.5 µM | 0.42% of 47,000 active;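 active = inhibition of aggregate fluorescence above about 70%, also judged a hit by eye on the cell image, limit read from the data, passing the limit was not always enough; inconclusive = no rule stated for this call; inactive = not judged a hit on image review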;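 note: cells exposed to compound for three days before fixation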
mHtt clearance grain fraction: second read-out of mHtt clearance, no call of its own (marks repeat the call); fraction fluorescence in grains; measured here: aggregate grain fluorescence fraction; hits give low values;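 scaled fraction of total cell fluorescence in grains with unit not stated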
An asterisk follows results filed as active; ? = inconclusive; . = not tested or not shown. This is a subset, so the mix of outcomes need not match the whole.

Molecule,mHtt clearance,mHtt clearance grain fraction
CC(=O)c1ccc(C(=O)Nc2ccc(N3CCOCC3)cc2)cc1,0,37
O=C1C(c2ccncc2)N(CCC2=CCCCC2)C(=O)CN1C1CCCCC1 (stereo not given),28,14
CCCSC1=C(C#N)C(c2ccccc2OCC)CC(=O)N1 (stereo not given),-105,39
O=C(Nc1ccc(Cn2nnc3ccccc32)cc1)c1ccco1,-55,56
OCCSc1c(F)c(SCCO)c(SCCO)c(F)c1SCCO,46,11
CCCCN(CC)C(=O)CSc1nc2ccccc2c(=O)n1CC1COc2ccccc2O1 (stereo not given),20,32
O=C(c1ccc(Cl)c(Cl)c1)c1cc(-c2ccccn2)c(N2CCOCC2)s1,-26,48
CCOC(=O)c1ccccc1NC(=O)CCNC(=O)Cn1cnc2ccccc2c1=O,10,29
C=CCn1c(SCc2ccc([N+](=O)[O-])cc2)nnc1C(C)NC(=O)c1ccccc1 (stereo not given),-25,39
C=CCn1c(SC2CCOC2=O)nc2scc(C3CC3)c2c1=O (stereo not given),28,26
CCOC(=O)c1cnc2c(ccc3ccccc32)c1NCCO,-46,27
CCOC(=O)C1CCCN(c2ncnc3c2oc2ccccc23)C1 (stereo not given),42,11

Profiles, looked up by structure. Values in the order: mHtt clearance, mHtt clearance grain fraction
C=CCn1c(SCc2ccc([N+](=O)[O-])cc2)nnc1C(C)NC(=O)c1ccccc1 (stereo not given) in the list: -25, 39
C=CCn1c(SC2CCOC2=O)nc2scc(C3CC3)c2c1=O (stereo not given) in the list: 28, 26
O=C1C(c2ccncc2)N(CCC2=CCCCC2)C(=O)CN1C1CCCCC1 (stereo not given) in the list: 28, 14
CCOC(=O)C1CCCN(c2ncnc3c2oc2ccccc23)C1 (stereo not given) in the list: 42, 11
CCOC(=O)c1cnc2c(ccc3ccccc32)c1NCCO in the list: -46, 27

(cont.)
Molecule,mHtt clearance,mHtt clearance grain fraction
Cc1ccc(-c2cc(C(F)(F)F)n3nc(C(=O)N4CCCC4)cc3n2)cc1,-2,17
COc1cc(C(=O)Nc2nc3ccccc3[nH]2)cc(OC)c1OC,41,11
CC(=O)Nc1ccc(Cc2ccncc2)cc1,31,14
CCOC(=O)c1sc(NC(=S)NC(=O)CC(C)C)cc1C,-16,50
Brc1ccc(-c2nn3c(-c4ccco4)nnc3s2)o1,-25,47
C=CCn1c(CCC(=O)O)ccc1-c1ccc(OC)cc1,-88,36
COc1ccc(OC)c(C2C(C(=O)Nc3cccnc3)=C(C)NC3=C2C(=O)CCC3)c1 (stereo not given),-12,19
O=C1C2CCCN2C(c2ccccc2F)N1c1cccc(Cl)c1 (stereo not given),-16,52
CC12CCC(C(=O)N(CSC(=S)N/N=C\c3ccccc3)C1=O)C2(C)C (stereo not given),-30,24
O=C1CC(SCc2nc3ccccc3[nH]2)C(=O)N1c1ccc(F)cc1 (stereo not given),-10,21
CC(C)n1nnnc1SCC(=O)NCc1cccs1,0,35
COc1ccc(-c2cc(N)n(CCC#N)n2)c(OC)c1,2,17
C=CCSC1=N/C(=C\c2ccc3c(c2)OCO3)C(=O)S1,-20,46
O=C(NCCc1ccccc1)c1cc2ncc(Br)cn2n1,14,32
CSc1ccc(CCNC(=O)C2CCN(c3nnc(-n4cccc4)s3)CC2)cc1,-30,59
COC(=O)C1CCN(C(=O)c2ccccc2Oc2ccccc2)CC1,-30,45
Cc1nc(OCc2ccccc2)c2sc3nc4c(cc3c2n1)COC(C)(C)C4,-27,51
CN(C)S(=O)(=O)N1CCN(CC(O)COc2ccc(C(=O)c3ccccc3)cc2)CC1 (stereo not given),-38,52
CC(C)C(c1nnnn1CCc1ccccc1)N1CCOCC1 (stereo not given),-36,29
CC(C)(C)c1ccc(C(=O)Nc2nonc2-c2nc3ccccc3[nH]2)cc1,12,17
CCCn1nnc(NC(=O)c2cc(Br)ccc2OC)n1,49,10
S=c1[nH]ncc2ccccc12,-12,43
COCCCNC(=O)CCc1nc2cccnc2n1Cc1ccccc1,38,25
CC(=O)NC(Cc1cc(C)ccc1C)C(=O)N1CCN(C(=O)Nc2ccc(C(C)=O)cc2)CC1 (stereo not given),-6,21
CCOC(=O)C1CCN(S(=O)(=O)c2ccc(Cl)cc2OC)CC1,-6,25
CCN(CC)CCOc1nnc(-c2ccc(C)cc2)c2ccccc12,-37,28
CCCNC(=O)Cn1c2ccccc2c2nc(=O)cc(C)n21,?,.
Cc1cc(NC(=O)C2CCCN(S(=O)(=O)c3cnc[nH]3)C2)ccc1Br (stereo not given),-19,54
COc1ccc(CCN2C(=O)CC(NCCc3ccc(S(N)(=O)=O)cc3)C2=O)cc1OC (stereo not given),-8,22
C=CCN1CC(c2nc3ccccc3n2CCOc2ccccc2)CC1=O (stereo not given),54,8
CCOC(=O)c1cc(C)n(-n2cnnc2)c1C,-19,22
O=C(CCS(=O)(=O)Cc1ccccc1)Nc1nc2c(s1)CCCC2,-40,28
CC1CCc2cc(F)ccc2N1C(=O)c1cc2nc(-c3ccco3)cc(C(F)(F)F)n2n1 (stereo not given),-113,83
CCOc1cc(NC(=O)c2ccco2)c(OCC)cc1NC(=O)COc1ccccc1C,-48,30
O=c1[nH]c2ccc(NC(=S)Nc3ccc(Cl)cc3)cc2[nH]1,-6,21
Cc1c(NC(=O)N(C)C)c(=O)n(-c2ccccc2)n1C,-15,22
CCOc1ccccc1N(CC(=O)N1CCCCCC1)S(C)(=O)=O,-11,21
O=c1[nH]ncc2c3ccccc3n(Cc3ccccc3F)c12,16,31
Cc1cc(C)cc(OCC(=O)Nc2ccc(N3CCN(S(C)(=O)=O)CC3)cc2)c1,-20,23
COC(=O)c1ccc(CSc2nc(N3CCOCC3)c3c(c2C#N)CC(C)(C)OC3)o1,-8,38
COc1cccc(N2CCN(C(=O)C3CCCN(S(=O)(=O)c4cnc[nH]4)C3)CC2)c1 (stereo not given),37,28
COc1ccc2c(c1)C(C)=CC(C)(C)N2C(=O)C(C)N1C(=O)c2ccccc2C1=O (stereo not given),35,30
CCOc1ccc(NC(=O)c2ccccc2NC(=O)CN2CCN(C(C)=O)CC2)cc1,4,29
CCOC(=O)Nc1cc2c(C)cc(=O)oc2cc1C,12,39
COc1ccccc1N1CCN(S(=O)(=O)c2ccccc2F)CC1,62,6.1
O=P(c1ccccc1)(c1ccccc1)C(c1ccco1)N1CCOCC1 (stereo not given),14,34
CCc1c(C(C)S(=O)(=O)c2ccc(C)cc2)[nH]c(=O)n1-c1ccc(OC(F)(F)F)cc1 (stereo not given),-15,27
Cc1ccc(-c2nnc(SCC(=O)Nc3ccc(S(=O)(=O)N4CCCCCC4)cc3)o2)cc1,-19,26

Additional results:
compound | mHtt clearance | mHtt clearance grain fraction
O=C(O)CCCCNCc1ccccc1 | 18 | 16
Cc1cc(C)c(S(=O)(=O)N(C)Cc2cnn(C)c2)c(C)c1 | -32 | 24
Cc1nnc(SCC(=O)Nc2nc3c(s2)CC(C)CC3)s1 (stereo not given) | -18 | 20
CCOC(=O)C1=C(C)NC(C)=C(C(=O)OCC)C1C1=COCCO1 | 10 | 31
CCOC(=O)C1=C(C)Nc2ccccc2N=C1NC(=O)CCCN1C(=O)c2ccccc2C1=O | 19 | 28
O=C(COc1ccc(Cl)cc1)N1CCCC1 | 21 | 15
Cc1ccccc1OCCCN1CCCC1 | -80 | 66
CCC(=O)Nc1c2c(nn1-c1ccc(F)cc1)CS(=O)C2 (stereo not given) | -23 | 46

Five compounds out of the list, sorted by heavy-atom count, smallest number first:
compound | mHtt clearance | mHtt clearance grain fraction
O=C(O)CCCCNCc1ccccc1 | 18 | 16
O=C(COc1ccc(Cl)cc1)N1CCCC1 | 21 | 15
Cc1cc(C)c(S(=O)(=O)N(C)Cc2cnn(C)c2)c(C)c1 | -32 | 24
CCOC(=O)C1=C(C)NC(C)=C(C(=O)OCC)C1C1=COCCO1 | 10 | 31
CCOC(=O)C1=C(C)Nc2ccccc2N=C1NC(=O)CCCN1C(=O)c2ccccc2C1=O | 19 | 28

Other results follow.
compound | mHtt clearance | mHtt clearance grain fraction
CC(=O)NC1(C(F)(F)F)C(=O)Nc2c1c(=O)n(C)c(=O)n2C (stereo not given) | 30 | 24
Cc1cc(=O)[nH]c2c(C)c(N)ccc12 | 16 | 17
COc1ccc(-c2nc(-c3ccc(Br)o3)no2)cc1OC | -22 | 39
CCOC(=O)C1CCN(C(=O)c2cc3c(-c4ccc(OC)c(OC)c4)nn(C)c3s2)CC1 | 67 | 15
COCc1nnc(NC(=O)c2ccc(NC(C)=O)cc2)s1 | 84* | 2.9*
CC(C)(NO)/C(=N\O)c1ccc(Cl)cc1 | -41 | 59
CCc1[nH]nc2c1C(c1ccncc1)C(C#N)=C(N)O2 (stereo not given) | 38 | 12
O=C(c1ccccc1)c1ccc(OCCn2cnc3ccccc3c2=O)cc1 | ? | .
CCOC(=O)CSc1nnc(-c2cccnc2)n1Cc1ccccc1 | 21 | 15
COc1ccc(S(=O)(=O)NC(CC(=O)NCCc2ccccc2)c2ccco2)cc1 (stereo not given) | 6 | 18
O=C(Nc1ccccc1)OCN1C(=O)c2ccccc2C1=O | 2 | 30
CCOC(=O)N1CCN(C2OC(=O)c3ccccc32)CC1 (stereo not given) | 22 | 16
COc1ccc(-c2noc(CCC(N)=O)n2)cc1OC | -13 | 41
CCc1ccccc1NC(=O)Cn1nnc(-c2cccnc2)n1 | 40 | 22
C=CCn1c(SCC(=O)Nc2nc(C)cs2)nnc1C(C)NC(=O)c1ccccc1Cl (stereo not given) | -10 | 18
COCCN1C(=O)/C(=C/c2ccc(Oc3ccc([N+](=O)[O-])cn3)c(OC)c2)SC1=Nc1ccccc1 | -18 | 23
CC(C)c1nnc(NC(=O)c2cccc(-n3cnnn3)c2)s1 | -19 | 25
CCN(CC)C(=O)CSc1nnc([C@H](CCSC)NC(=O)OC(C)(C)C)o1 | 7 | 35
Cc1noc(-c2ccccc2OC(=O)c2ccccc2)n1 | -115 | 44
COc1ccc(/C=C(/NC(=O)c2ccccc2)C(=O)N/N=C/c2cccs2)cc1OC | 46 | 18
O=C(NC12CC3CC(CC(C3)C1)C2)c1cnccn1 | 21 | 15
O=CN1CCN(C(=O)c2ccccc2F)CC1 | -69 | 60
O=S(=O)(c1cccs1)N1CCN(Cc2ccccc2)CC1 | 24 | 14
O=c1oc(-c2ccc(F)cc2)nc2ccsc12 | -15 | 36
NC(=O)NCc1cccc(Cl)c1 | -50 | 32
COc1ccc(CCCc2nnc(SCC(=O)Nc3nc(C)cs3)n2C)cc1C | 14 | 29
O=C(CSc1nc2sc3c(c2c(=O)n1-c1ccccc1)CCCC3)NCc1ccco1 | -5 | 34
COc1cc(C(=O)O)cc(OC)c1OCc1cc(C(=O)O)oc1C | -39 | 28
c1ccc(OCCSc2ncnc3nc[nH]c23)cc1 | 19 | 36
O=C(c1ccco1)N1CCN(c2nnc(-c3ccccc3)c3ccccc23)CC1 | 26 | 16
CCSCc1nnc(SCC(=O)c2ccc(OC)cc2)n1C | -29 | 23
CC(=O)Nc1nc2ccc(-c3nc4ccccc4o3)cc2s1 | 22 | 36
Cc1cc(C)n(Cc2ccc(F)cc2)c(=O)c1C#N | 14 | 29
CCCCOCCCNS(=O)(=O)Cc1ccccc1 | 8 | 36
CCOC(=O)c1sc(NC(=O)CSc2nnc(-c3ccc(OC)cc3)n2CCOC)nc1C | 52 | 9.5
O=C(CCS(=O)(=O)c1cccs1)Nc1ccc(C(=O)NCc2cccs2)cc1 | -14 | 46
COC(=O)c1c(-c2cccs2)csc1NC(=O)CSc1ncnc2sc(C)c(C)c12 | -42 | 44
Cc1nn(-c2ccccc2)c(C)c1C(=O)Nc1nnc(-c2ccco2)o1 | -13 | 40
O=C(Cn1cccc1)NC1CCCCCC1 | -21 | 41
O=C1CCc2cc(S(=O)(=O)N3CCCC3C(=O)N3CCN(c4ccccc4F)CC3)ccc2N1 (stereo not given) | 22 | 41
CCN(CC(=O)NC1CCS(=O)(=O)C1)c1nc(-c2cccnc2)nc2ccccc12 (stereo not given) | -11 | 44
O=C(Cn1c(=O)sc2ccccc21)Nc1ccc2c(c1)OCCO2 | 26 | 30
Cn1nc(-c2ccc(Cl)cc2)c2cc(C(=O)NCc3ccco3)sc21 | -19 | 59
Cc1ccc(NC(=S)NC(=O)c2c(-c3ccccc3Cl)noc2C)cc1 | 30 | 22
COC(=O)c1nn(-c2ccc(Cl)cc2)c(=O)cc1Sc1ccccn1 | -22 | 25
CCOc1nc(-c2ccc(Cl)cc2Cl)ccc1C#N | -26 | 49
Cc1ccc(OCc2nnc(SCC(=O)C(C)(C)C)n2Cc2ccco2)cc1 | -25 | 50
Cc1c(C(=O)NCCC2=CCCCC2)oc2ccc(S(=O)(=O)N3CCOCC3)cc12 | 3 | 41
Cc1nnc(SCC(=O)N2CCCCC2)s1 | 0 | 20
COC(=O)CSc1nnc(CNC(=O)c2ccc(S(=O)(=O)N3CCCCC3)cc2)n1C | -33 | 45
COc1ccc(Nc2ncccc2C(=O)NCc2ccccc2)cc1 | -14 | 36
CC(C)Cc1nnc(NS(=O)(=O)c2ccc(Cl)cc2)s1 | -8 | 36
Cc1cc(C)n2nc(/C(C#N)=C/c3ccccc3)c(C#N)c2n1 | -33 | 28
Cc1ccc(S(=O)(=O)NC(CC(N)=O)C(=O)O)cc1 (stereo not given) | -1 | 35
CCOc1ccccc1NC(=O)C1C2C=CC(O2)C1C(=O)O (stereo not given) | -11 | 47
O=C(COC(=O)c1ccccc1-c1ccccc1[N+](=O)[O-])c1ccccc1 | 30 | 14

(more compounds)
compound | mHtt clearance | mHtt clearance grain fraction
c1ccc(-c2csc3ncn4nnnc4c23)cc1 | 11 | 17
CC1CCc2nn(CC(=O)NCCN3CCCCC3C)cc2C1 (stereo not given) | -5 | 32
CC(=O)c1cccc(NC(=O)N2CCCC2C(=O)NCCC(C)C)c1 (stereo not given) | 2 | 33
COc1cc2cc(C(c3nnnn3C3CCCC3)N3CCCCC3)c(=O)[nH]c2cc1OC (stereo not given) | -12 | 20
